UBC13 inh = UBC13 polyubiquitin chain formation inhibitors, primary screen, biochemical, TR-FRET, uHTS; actives 0.47% (n = 330,000); inhibition, % at 20 µM; AID 485273, 2010; Ubiquitin-conjugating enzyme E2 N (Homo sapiens), P61088; in the data active = inhibition above about 45%, passing the limit was not always enough
Target sequence (P61088 whole entry, looked up): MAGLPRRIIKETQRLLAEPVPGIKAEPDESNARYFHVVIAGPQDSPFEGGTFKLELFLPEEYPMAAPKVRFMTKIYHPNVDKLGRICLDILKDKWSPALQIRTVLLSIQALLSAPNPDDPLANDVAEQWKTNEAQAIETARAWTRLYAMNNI
SENP7 block = SENP7 protease inhibitors, primary screen, biochemical, luminescence, uHTS; actives 1.5% (n = 330,000); recombinant SENP7, Z-RLRGG-aminoluciferin luminescence, 40 min; Sentrin-specific protease 7 (Homo sapiens), Q9BQF6; inhibition, % at 5 µM;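 active = inhibition above about 50% at the single test dose, limit read from the data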;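 also: plate controls were DMSO with enzyme for no effect and no enzyme buffer wells for full effect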
SENP8 block-1 = SENP8 protease inhibitors, primary screen, biochemical, luminescence. Sentrin-specific protease 8 (Homo sapiens), Q96LD8. purified SENP8, Z-RLRGG-aminoluciferin cleavage. inhibition, % at 10 µM. actives 1.2% (n = 330,000). AID 2540, 2010; in the data active = inhibition above about 50%
Target sequence (Q96LD8 whole entry, looked up): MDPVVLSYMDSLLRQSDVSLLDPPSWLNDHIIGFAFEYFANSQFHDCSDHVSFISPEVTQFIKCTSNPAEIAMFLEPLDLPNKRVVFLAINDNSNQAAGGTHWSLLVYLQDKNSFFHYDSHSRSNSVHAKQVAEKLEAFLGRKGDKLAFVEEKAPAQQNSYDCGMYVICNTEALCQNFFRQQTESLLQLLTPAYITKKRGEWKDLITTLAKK
PfGluPho inh = PfG6PD enzyme inhibitors, primary screen, biochemical, fluorescence intensity, uHTS; inhibition, % at 20 µM; AID 504690, 2011; PfGluPho enzyme, NADPH resazurin-diaphorase fluorescence; actives 0.78% (n = 350,000); glucose-6-phosphate dehydrogenase-6-phosphogluconolactonase (Plasmodium falciparum 3D7);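 active = inhibition reaching at least a set limit at 20 µM in the primary screen, cut at about 59% in these data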;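 also: 0% = DMSO wells with substrate and 100% = DMSO wells lacking glucose-6-phosphate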
SENP6 inh = SENP6 protease inhibitors, primary screen, biochemical, luminescence, uHTS | Sentrin-specific protease 6 (Homo sapiens), Q9GZR1 | Recombinant SENP6 catalytic domain, aminoluciferin luminescence | actives 1.8% (n = 330,000) | inhibition, % at 10 µM;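 active = inhibition above about 50% at the single tested dose, limit read from the data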;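 also: plate controls were DMSO wells with enzyme for no effect and DMSO wells lacking enzyme for full effect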
Target sequence (Q9GZR1 628-1112 limits assumed): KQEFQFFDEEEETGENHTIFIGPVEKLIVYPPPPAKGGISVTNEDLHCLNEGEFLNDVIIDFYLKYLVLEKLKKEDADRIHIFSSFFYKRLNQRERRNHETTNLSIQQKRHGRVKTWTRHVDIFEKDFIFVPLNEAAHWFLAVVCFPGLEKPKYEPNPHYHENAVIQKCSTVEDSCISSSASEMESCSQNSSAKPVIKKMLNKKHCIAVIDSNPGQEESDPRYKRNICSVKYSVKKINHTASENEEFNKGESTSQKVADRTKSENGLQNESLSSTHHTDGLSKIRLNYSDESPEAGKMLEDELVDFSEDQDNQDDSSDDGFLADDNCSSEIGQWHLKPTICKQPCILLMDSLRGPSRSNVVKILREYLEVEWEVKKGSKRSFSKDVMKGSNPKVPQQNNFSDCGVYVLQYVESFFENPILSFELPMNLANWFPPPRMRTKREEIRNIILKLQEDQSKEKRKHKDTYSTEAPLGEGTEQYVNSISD
beta cell repl = inducers of MIN6 beta-cell proliferation, primary screen, ATP luminescence, uHTS; MIN6 cells proliferation, ATPlite luminescence, 48 h; cells starved in 0.2% serum; 100% = growth in 10% serum; proliferation, % at 10 µM; actives 0.29% (n = 330,000); AID 2380, 2010;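 active = compounds whose signal lies at least 3.5 SD above the mean of all wells on their plate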;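 also: 0% = DMSO-treated cells in low-serum medium and 100% = 10% serum control; some compounds called inactive have numbers as strong as hits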
SENP1 FRET inh = human SENP1 catalytic domain inhibitors, primary screen, biochemical, FRET, uHTS. recombinant SENP1 catalytic domain, CyPet-SUMO1-YPet FRET cleavage. actives 0.21% (n = 360,000). Sentrin-specific protease 1 (Homo sapiens), Q9P0U3. inhibition, % at 10 µM;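 active = inhibition at least 30% at 10 µM, raw YFP signal under a set limit, fluorescence ratio 0.5 to 1.5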;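 also: 0% = enzyme with DMSO and 100% = no enzyme wells; some results filed as inactive read as strong as hits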
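Test system: human SENP1 catalytic domain; medium: Tris pH 8 buffer plus EDTA, NaCl, BME, BSA, NP40, catalase; incubation: 50 min reaction at room temperature; technique: FRET, CFP and YFP emission; controls: no-enzyme low control and enzyme-plus-DMSO high control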
SENP8 block-2 = human SENP8 protease inhibitors, primary screen, biochemical, fluorescence, Nedd8 protein substrate, uHTS; Sentrin-specific protease 8 (Homo sapiens), Q96LD8; inhibition, % at 20 µM; recombinant SENP8; AID 602440, 2012; actives 0.64% (n = 360,000); in the data active = inhibition mostly above about 40%, no sharp cut-off; inactive = mostly below about 27%
HKDC1 inhibitor = HKDC1 hexokinase inhibitors, primary screen, biochemical, fluorescence, uHTS; recombinant HKDC1, G6PDH/diaphorase resazurin coupled fluorescence; inhibition, % at 20 µM; actives 0.16% (n = 340,000); AID 493160, 2011;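 active = inhibition above about 35% when tested at 20 µM, limit read from the data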;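 also: plate controls were DMSO wells with enzyme for no effect and DMSO wells lacking enzyme for full effect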
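System: Recombinant HKDC1 hexokinase | Amount: HKDC1 at 5 µg/mL | Reagent: Glucose with 1 mM ATP | Doses: Single 20 µM dose | Incubation: Reaction time 90 min, room temperature, protected from light | Signal: Coupled resazurin fluorescence, excitation 525 nm, emission 613 nm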
* hit, by the source's call; & = joins results of further samples.

SMILES	UBC13 inh	SENP7 block	SENP8 block-1	PfGluPho inh	SENP6 inh	beta cell repl	SENP1 FRET inh	SENP8 block-2	HKDC1 inhibitor
C=Cn1c(C(=O)O)ccc1-c1ccc(OC)cc1	3	-6	-3	1	6	-1	0	-2	-12
COC(=O)[C@@]12CCCN1[C@H](c1ccc(-c3ccccc3)c(OC)c1)[C@H]1C(=O)N(C)C(=O)[C@H]12	10	-8	6	0	6	0	1	3	-8
COc1cccc(NC2=C(C#N)C(=O)NC(c3cccc(OC)c3O)S2)c1 (stereo not drawn)	3	-1	-1	25	-7	-2	3	-75	5
NCC(=O)Nc1ccc(Cl)cc1C(=O)c1ccc[nH]1	-4	1	-12	-5	1	2	-6	-4	3
CSc1cccc(NC(=O)N2CCCC(CNS(=O)(=O)Cc3ccccc3)C2)c1 (stereo not drawn)	-3	1	4	8	2	-5	1	0	15
O=C(CSc1nnc(NC(=O)c2cccc(F)c2)s1)NCC1CCCO1 (stereo not drawn)	-4	2	0	7	0	-4	0	-21	-3
CN(C)C(=O)CN1C(=O)C2CC=C(Cl)CC2C1=O (stereo not drawn)	17	1	-2	-3	11	-1	1	13	0
COc1ccc2nc3sc(C(=O)NCCN4CCc5ccccc5C4)cc3cc2c1	6	1	-6	14	1	-4	-6	-107	-3
C=CCN1C(=O)/C(=C2/Sc3ccccc3N2C)SC1=Nc1ccccc1C	-9	-2	-7	10	-13	0	-4	23	-7
COC(=O)CN(C#N)c1nc(SC)nc(N(C)C)n1	20	6	-2	-1	-2	-1	3	7	-5
C=CCNc1nc(SC)nc2ccsc12	3	4	1	-9	-14	1	0	8	10
CN1C(=S)SC(N(O)C(=O)Nc2ccc(Cl)c(Cl)c2)C1(C)C (stereo not drawn)	-2	11	5	19	-3	-6	0	16	-3
Cc1nn(Cc2ccccc2)c2sc(C(=O)N3CCN(Cc4ccc5c(c4)OCO5)CC3)cc12	-2	-1	-1	4	-15	-2	0	21	-5
CC(=O)O[C@H]1[C@@H](O)[C@H](O)[C@H](Oc2c(O)c(C)c3c4c2[C@@H](C)CC[C@@H]4[C@@H](C)C[C@H]3C=C(C)C)O[C@H]1C	52*	3	4	30	12	-6	2	19	1
Cc1cccc(C)c1OCCCN1CCOCC1	-3	3	1	3	-19	-1	2	19	0
C=CCNC(=O)c1ccc(-c2nc(-c3ccc(Cl)c(Cl)c3)cs2)cc1	3	0	-5	-6	6	-3	0	-200	-2
CCCSc1cc(=O)n(-c2ccccc2)nc1C(=O)OCC	0	9	-2	1	-6	-1	1	10	-7
O=C(COC(=O)CCc1nc2ccccc2s1)Nc1cccc(S(=O)(=O)N2CCOCC2)c1	-5	-9	-16	11	3	-2	3	22	-2
Cn1ccsc1=NC(=O)c1ccccc1F	5	-5	-2	4	-4	-1	1	-16	9
CC(C)COc1ccc(C(=O)NC(Cc2c[nH]c3ccccc23)C(=O)NN)cc1 (stereo not drawn)	-1	-6	-2	6	-23	1	2	6	-2
Cc1ccc(S(=O)(=O)N2CCN(Cc3ccccn3)CC2)cc1	2	-1	6	-16	-12	-1	-2	10	3
COc1ccc(C(=O)N2CCOC23CCN(c2ncccn2)CC3)cc1	6	-6	0	-5	-5	0	0	-6	-11
CN(Cc1cn[nH]c1-c1cc2ccccc2o1)CC1CCOCC1	-2	-9	12	-1	13	0	-1	9	-2
COc1ccc(NC(=O)c2ccccc2)c([N+](=O)[O-])c1	0	14	-12	-8	-30	3	2	20	-2
COC(C[C@H](O)C[C@H](O)[C@@H](C)OCc1ccccc1)OC	5	-11	-2	-12	-21	4	-1	20	-2
Cc1cc(Nc2ccc(C(=O)N3CCCCC3)cc2)c2cccc(C)c2n1	2	11	6	11	10	-3	-1	-297	-5
CC(C)c1ccc(N=c2c([N+](=O)[O-])nn(-c3ccc4c(c3)OCCO4)n2O)cc1	-22	-1	6	10	-22	-3	4	9	-5
COc1ccc(S(=O)(=O)Nc2ccccc2C(=O)NCc2cccnc2)cc1C	11	-1	2	-11	-23	-2	0	-186	-2
CCN(CC)S(=O)(=O)c1cc(NC(=O)c2cc(-c3ccccn3)nc3ccccc23)ccc1C	6	2	1	28	17	2	0	12	-2
O=C(CN1CCN(C2CCCCC2)CC1)NCCC1=CCCCC1	-10	-18	2	4	-18	-3	-1	5	-8
Cn1c(N)c(C(=O)COC(=O)/C=C/c2cccc(C(F)(F)F)c2)c(=O)n(C)c1=O	2	-6	6	3	-21	1	2	6	2
CCOC(=O)c1ccc(NC(=O)c2cccc3c2C(=O)N(CC2CCCO2)C3)cc1 (stereo not drawn)	10	-5	4	15	-6	10	-4	5	5
COC(=O)c1sccc1NC(=O)c1sccc1C	11	3	-2	-11	0	-3	-1	11	-3
CCCn1c(N)c(N(CCOC)C(=O)c2cc(Cl)nc3ccccc23)c(=O)[nH]c1=O	0	-3	22	-9	-8	2	-1	-6	-1
O=C(CCc1nnc2ccc(NCc3ccco3)nn12)Nc1cccc(F)c1	-7	-1	5	12	7	-1	-9	5	-6
CCOC(=O)N1CCN(C(=O)C2CCN(C(=O)c3cc4sccc4n3CC)CC2)CC1	-1	-13	-18	-4	7	-1	0	10	-7
Cc1ccc(-c2nnn(CC(=O)N(CC3CCCO3)C(C(=O)NCC3CCCO3)c3ccc(F)cc3)n2)o1 (stereo not drawn)	0	1	2	-12	3	-1	-1	30	-12
CCOc1cccc(/C=C/c2ccc3cccc(O)c3n2)c1OC	-30	0	-1	19	33	-6	5	-70	10
COc1ccc2cc(OCC(=O)NNC(=O)Nc3ccc(C(C)=O)cc3)ccc2c1	-9	-12	5	3	0	2	0	-20	3
CC1CCN(C(=O)CSc2nc(N)c(NC(=O)c3ccccc3)c(=O)[nH]2)CC1	-2	1	8	-8	-11	-3	0	-48	-2
CC(C)(C)N=C1NC(=NC(C)(C)C)c2ccccc21	16	-1	-1	-7	10	-1	3	-45	-12
COc1cnc(-c2ccccn2)nc1Oc1ccc(F)cc1F	-5	13	8	-13	13	1	-1	6	19
O=[N+]([O-])c1cc2oc3c(c2c(C=NCc2ccccc2)c1O)CCCC3	-74	4	8	22	2	0	46*	31	7
Cn1c(CCNC(=O)c2ccc(Cl)c(Cl)c2)nnc1SCc1ccc(Cl)c(Cl)c1	27	-2	7	17	7	-6	1	5	18
CC1CCC(C(C)C)C(OC(=O)Cn2c(-c3ccccc3)[n+](C)c3ccccc32)C1 (stereo not drawn)	37	-4	-5	-6&-17	-14	0	2&0	20&5	-16&10

Structural class, the compounds so far containing an NH in an aromatic ring
SMILES	UBC13 inh	SENP7 block	SENP8 block-1	PfGluPho inh	SENP6 inh	beta cell repl	SENP1 FRET inh	SENP8 block-2	HKDC1 inhibitor
NCC(=O)Nc1ccc(Cl)cc1C(=O)c1ccc[nH]1	-4	1	-12	-5	1	2	-6	-4	3
CC(C)COc1ccc(C(=O)NC(Cc2c[nH]c3ccccc23)C(=O)NN)cc1 (stereo not drawn)	-1	-6	-2	6	-23	1	2	6	-2
CN(Cc1cn[nH]c1-c1cc2ccccc2o1)CC1CCOCC1	-2	-9	12	-1	13	0	-1	9	-2
CCCn1c(N)c(N(CCOC)C(=O)c2cc(Cl)nc3ccccc23)c(=O)[nH]c1=O	0	-3	22	-9	-8	2	-1	-6	-1
CC1CCN(C(=O)CSc2nc(N)c(NC(=O)c3ccccc3)c(=O)[nH]2)CC1	-2	1	8	-8	-11	-3	0	-48	-2

Other results.
SMILES	UBC13 inh	SENP7 block	SENP8 block-1	PfGluPho inh	SENP6 inh	beta cell repl	SENP1 FRET inh	SENP8 block-2	HKDC1 inhibitor
N#CCCN(C(=O)COC(=O)CCNS(=O)(=O)c1ccccc1)c1ccccc1	1	5	-1	-13	-4	2	0	-4	-3
CC(=O)Nc1ccc(C(F)(F)F)cc1Cl	-3	0	-4	1	-17	-4	0	15	-2
CCN(CC)CCn1c2c(c(SCC(=O)Nc3nccs3)nc1=O)CCCC2	-1	-5	11	-1	5	0	0	14	-4
COC(=O)C1CC(c2c(OC)cc(OC)cc2OC)=NO1 (stereo not drawn)	-1	7	-1	14	4	-3	2	34	-8
Cc1cc[n+](CC[n+]2ccc(C)cc2)cc1	-3	10	-6	-7	-20	-1	2	23	0
Cc1cc(C)c(C(=O)OCC(=O)NCc2cccs2)c(C)c1	7	11	-6	0	-7	1	-1	20	11
CC1(C)C(=O)Nc2ccccc2N1C(=O)COC(=O)c1cc([N+](=O)[O-])ccc1N	-11	-12	-3	-10	-17	-1	3	15	-7
Cc1ccc2c(CSc3nnc(N)s3)cc(=O)oc2c1	-12	-7	-5	-13	-12	1	-1	-3	-2
CCCc1ccc(C(C)NC(=S)NC2CCCCC2)cc1 (stereo not drawn)	6	6	0	-5	11	-8	2	1	-10
CCCCNc1c(-c2cccc(Sc3ccc(OC)cc3)c2)nc2ccccn12	27	2	-9	20	-3	-6	-58	-490	7
O=C1c2ccccc2C(=O)N1Cc1cc(Cl)c(O)c([N+](=O)[O-])c1	26	-8	-11	-36	-17	-1	3	26	3
CCN(c1ccccc1)S(=O)(=O)c1nnc(NC(=O)C(C)C)s1	-3	1	15	-6	-3	-3	2	13	-7
Cc1c(C(=O)N2CCCC2)c(S(=O)(=O)NCCc2ccccc2)c(C)n1C	-7	3	7	-8	-6	-1	1	5	5
O=C(CC1(O)C(=O)Nc2ccccc21)c1ccc2c(c1)OCO2 (stereo not drawn)	-4	18	0	-2	-17	-1	4	-4	-10
O=C(NNC(=O)c1ccccc1O)c1ccc(Cl)c(S(=O)(=O)N2CCc3ccccc32)c1	-13	-6	-2	-66	-10	-8	2	-4	-12
CCCc1nc2c(sc3nc4c(cc32)COC(C)(C)C4)c(=O)o1	5	0	0	13	-26	-3	-5	-411	-5
O=c1ccc(S(=O)(=O)N2CCCC2)cn1Cc1nc(-c2ccccc2)no1	4	1	-11	5	-10	-1	-2	-7	2
Cc1cccc(OCC(=O)NNS(=O)(=O)c2ccccc2F)c1	5	9	-2	-1	-11	0	2	11	3
CCC(=O)N1CCc2cc(S(=O)(=O)NC(C(=O)NCc3ccc(C)cc3)C(C)C)ccc21 (stereo not drawn)	-6	-5	3	-4	-11	-3	-1	31	-8
Cc1noc(C)c1S(=O)(=O)N(C)C[C@H]1Oc2c(NC(=O)NC(C)C)cccc2C(=O)N([C@H](C)CO)C[C@@H]1C	-6	2	5	-2	13	-2	2	15	-7
O=C(CCNC(=O)c1ccc([N+](=O)[O-])cc1)Nc1cc(Cl)ccc1N1CCOCC1	1	2	-1	7	10	2	4	20	-3
CC(=O)N1CCN(Cc2nc3cc(NC(=O)c4ccccc4Cl)ccc3n2C)CC1	9	-2	-2	13	-20	-2	0	13	-3
